# Assay outcomes as filed in PubChem BioAssay.
# PI5P4Ka inh: qHTS for Inhibitors of phosphatidylinositol 5-phosphate 4-kinase (PI5P4K) | AID 652105, 2013 | 1.2% of 330,000 active | Phosphatidylinositol 5-phosphate 4-kinase type-2 alpha (Homo sapiens), P48426 | max response, % | PI5P4Kalpha enzyme, ADP-Glo luminescence, 60 min; active compounds read low; active = max response of -50% or lower; inconclusive = between -30% and -50%; inactive = -30% or higher; also: value at the top dose of about 77 µM; % is scaled to controls: 0 for no effect and ±100 for the full control effect
# Target sequence (P48426 whole entry, looked up): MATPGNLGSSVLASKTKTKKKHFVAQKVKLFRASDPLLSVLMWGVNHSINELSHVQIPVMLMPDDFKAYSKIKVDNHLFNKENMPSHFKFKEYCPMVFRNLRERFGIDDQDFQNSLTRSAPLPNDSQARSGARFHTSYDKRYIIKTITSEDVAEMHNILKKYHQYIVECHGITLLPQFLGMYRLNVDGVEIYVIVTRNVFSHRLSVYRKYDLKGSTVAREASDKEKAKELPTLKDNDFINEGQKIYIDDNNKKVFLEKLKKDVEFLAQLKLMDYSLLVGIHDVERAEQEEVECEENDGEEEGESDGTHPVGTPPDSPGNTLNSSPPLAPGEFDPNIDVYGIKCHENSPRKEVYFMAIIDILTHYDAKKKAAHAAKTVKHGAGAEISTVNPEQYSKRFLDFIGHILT
#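 Quantitative HTS of the MLSMR library against PI5P4Kalpha with substrate. ATP added last at 5 microM final; room temperature, 60 minutes. Remaining ATP depleted, ADP converted and read as luminescence.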
# EPAC1 agonist: qHTS for Agonist of cAMP-regulated guanine nucleotide exchange factor 3 (EPAC1): primary screen; Rap guanine nucleotide exchange factor 3 (Homo sapiens), O95398; EPAC1 agonist qHTS, biochemical assay; response scale: 100% = response to 6.5 mM cAMP; Potency, µM (highest dose often 154 µM), without a hit: at the highest dose activation, usual class: activators; 0.073% of 360,000 active; also: potency is read from the fitted curve at half-maximal effect; nearly all actives have a fitted effect of over 60% in size
#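 Nucleotide exchange by EPAC1 (100 nM) on Rap1B–BODIPY-GDP (250 nM) in the presence of 50 uM GDP is tracked fluorescently at 480/540 nm over 30 min. Signals are normalized to a 6.5 mM cAMP control.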
# Abeta yeast res: qHTS for compounds that reverse cellular toxicity of Amyloid beta (A-beta) peptide in yeast: Primary Screen; yeast expressing A-beta42, growth rescue, OD600, 48 h; response scale: 0% DMSO, 100% iron-clioquinol control; Potency, µM (top dose mostly 46.1 µM), inactives show at the top dose growth rescue, hits mostly activators; 0.063% of 410,000 active; also: potency is read from the fitted curve at half-maximal effect; nearly all actives have a fitted effect of over 55% in size
#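 Yeast A-beta toxicity model in growth medium with pinned compounds, 48 h at 30 C; growth read as absorbance at 600 nm. Normalized to FeCl3/clioquinol equimolar mix (positive) and DMSO (negative).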
# WRN helicase inh: qHTS for Inhibitors of WRN Helicase. WRN helicase unwinding, fluorescent forked duplex, kinetic. 0.46% of 360,000 active. Potency, µM (series often up to 114 µM), inactives show at the top dose activity change, negative = inhibition, usual class: inhibitors; also: potency is read from the fitted curve at half-maximal effect; % is scaled to controls: 0 for no effect and ±100 for the full control effect; nearly all actives have a fitted effect of over 55% in size
#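 Fluorescence dequenching readout, ex 525 nm/em 598 nm, kinetic mode: forked duplex DNA (100 nM final) with adjacent fluorophore and quencher unwound by WRN (20 nM final) with 2 mM ATP. Compound preincubation 15 min, room temperature.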
# aSyn rescue: qHTS of alpha-syn Inhibitors | Yeast expressing alpha-synuclein, growth rescue, BacTiter-Glo, 24 h | Potency, µM (titrated, usually from 46.1 µM), without a hit: at the highest dose growth rescue (activation), hits mostly activators | 0.14% of 370,000 active | AID 652106, 2013; also: potency is read from the fitted curve at half-maximal effect; % of control where 0% means no effect; nearly all actives have a fitted effect of over 65% in size
#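 Rescue of yeast growth: cells expressing toxic alpha-synuclein, induced in galactose at OD600 0.02, incubated with compound 24 h at 30 C. ATP luminescence quantified growth; inhibitors of toxicity appear as activators.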
# EPAC1 antag: qHTS for Antagonist of cAMP-regulated guanine nucleotide exchange factor 3 (EPAC1): primary screen; Rap guanine nucleotide exchange factor 3 (Homo sapiens), O95398; EPAC1 GEF assay, Rap1b-BODIPY-GDP exchange fluorescence; Potency, µM (top dose mostly 115 µM), without a hit: at the highest dose activity change, negative = inhibition, most hits filed as inhibitors; 0.14% of 360,000 active;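 also: potency is read from the fitted curve at half-maximal effect; plate controls were vehicle for no effect and positive control for full effect; nearly all actives have a fitted effect of over 50% in size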
# IL-2 act: qHTS of IL-2 Activators. 0.065% of 360,000 active. activation, % (series mostly up to about 46 µM). AID 652025, 2013. IL-2 activation reporter assay, cell-based qHTS; stimulated with anti-CD3/CD4/CD28 beads; in transgenic mouse T cells; in the data active = activation above about 50%; inconclusive = mostly about 30% to 49%; also: 0% is about no effect
#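 Unstimulated transgenic mouse T cells; 60-min compound exposure; bead-based TCR/CD4/CD28 stimulation; 18 h culture, 37 degrees C; dual fluorescence (EGFP, DsRed) plate cytometry.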
# FUS suppressor: qHTS for Suppressors of FUS Proteinopathy: Primary screen using FUS-linked yeast assay; 0.24% of 390,000 active; S. cerevisiae FUS-expressing, growth rescue, OD600, 24 h; Potency, µM (titrated, usually from 76.6 µM), for inactives: at the highest dose growth rescue (activation), hits mostly activators;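 also: potency is read from the fitted curve at half-maximal effect; plate controls were DMSO vehicle for no effect and reference control for full effect; nearly all actives have a fitted effect of over 55% in size; some results filed as inactive show a strong effect at the top dose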
#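 Galactose (2%) drives FUS expression in yeast precultured in raffinose; seeding density OD 0.005. Test compounds incubated 24hr at 30C and 99% humidity before absorbance at 600 nm was measured.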
# PLK1 PBD inh: qHTS for Inhibitors of PLK1-PDB (polo-like kinase 1 - polo-box domain): Primary Screen; Serine/threonine-protein kinase PLK1 (Homo sapiens), P53350; Plk1 PBD binding of FITC phosphopeptide, fluorescence polarization; Potency, µM, inactives show max response, negative = inhibition, usual class: inhibitors; 2.8% of 360,000 active; AID 720504, 2013; also: potency is read from the fitted curve at half-maximal effect; series mostly up to about 57 µM; % is scaled to controls: 0 for no effect and ±100 for the full control effect; nearly all actives have a fitted effect of over 65% in size
# Target sequence (P53350 whole entry, looked up, the tested form may be a part): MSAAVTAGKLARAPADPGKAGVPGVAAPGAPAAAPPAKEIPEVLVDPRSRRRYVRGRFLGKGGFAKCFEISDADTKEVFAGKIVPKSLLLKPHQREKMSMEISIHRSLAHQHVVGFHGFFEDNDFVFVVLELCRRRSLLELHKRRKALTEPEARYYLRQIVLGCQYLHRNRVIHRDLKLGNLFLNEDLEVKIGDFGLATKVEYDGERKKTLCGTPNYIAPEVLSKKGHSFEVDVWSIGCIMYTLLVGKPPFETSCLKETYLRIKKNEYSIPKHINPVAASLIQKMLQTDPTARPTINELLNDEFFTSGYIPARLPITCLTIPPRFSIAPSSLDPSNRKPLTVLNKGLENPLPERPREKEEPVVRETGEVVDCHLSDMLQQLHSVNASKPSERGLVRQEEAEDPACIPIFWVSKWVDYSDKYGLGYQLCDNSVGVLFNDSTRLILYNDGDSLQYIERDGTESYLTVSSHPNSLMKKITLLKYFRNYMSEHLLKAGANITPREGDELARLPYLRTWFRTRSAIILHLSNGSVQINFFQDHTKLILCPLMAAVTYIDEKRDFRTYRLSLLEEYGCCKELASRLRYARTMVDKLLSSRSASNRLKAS
# * hit, by the source's call; ? = inconclusive; . = no result given; & = joins results of further samples; [ ] = another dose, or the depositor's remark. Unless noted, calls follow the shape of the dose curve; as a rule, active = well fitted curve in the direction sought with a large enough effect; inconclusive = small, poorly fitted or top-dose-only effect, or another doubt; inactive = no such curve, though single readings can be large; an effect the other way counts as inactive or inconclusive.
# Fields: PI5P4Ka inh | EPAC1 agonist | Abeta yeast res | WRN helicase inh | aSyn rescue | EPAC1 antag | IL-2 act | FUS suppressor | PLK1 PBD inh
COc1ccc(-c2cc(C(=O)NCCc3ccc(S(N)(=O)=O)cc3)c3ccccc3n2)cc1
    -7 | -3% | -20% | -6% | 0% | -18% | 8.7 | 13% | -16%
CC(=O)Nc1nnc(SCC(=O)NC2CCCC2)s1
    0 | 8% | -11% | -27% | 1% | -8% | -2.4 | 4% | -5%
O=C(Cc1c[nH]c2ccccc12)NCc1ccco1
    4 | 5% | -7% | 5% | 1% | -15% | 0.5 | 1% | -11%
COc1ccc(N(CC(=O)N2CCC(C(N)=O)CC2)S(=O)(=O)c2ccccc2)cc1
    2 | 2% | 3% | -18% | -2% | -7% | -2.8 | -2% | 5%
O=C1c2ccccc2NC(c2ccco2)N1O (stereo unspecified)
    3 | -1% | -8% | 6% | 0% | 9% | -0.3 | -9% | -9%
COC(=O)c1sc2nc(C)cc(C)c2c1N
    7 | -1% | 19% | -6% | 14% | -6% | 0.3 | 6% | 1%
Cc1c(-c2ccccc2)c(-c2ccc(OCCN(C)C)cc2)n2ccccc12
    7 | -7% | -34%[inhibitor] | -4% | -8% | 5% | -0.4 | . | -4%
O=[N+]([O-])c1ccc(Sc2nnnn2-c2ccccc2)nc1
    -5 | 0% | -41%[inhibitor] | 2% | -27% | -14% | -0.9 | 6% | ?
Cn1[nH]c(C(F)(F)F)c(C=NCc2ccc(Cl)cc2)c1=O
    4 | -13% | 1% | 7% | 12% | -25% | -3.6 | -7% | 1%
Cc1c(Cl)cccc1NC(=O)Nc1ccccc1C(N)=O
    1 | -1% | -7% | 5% | 8% | -1% | 0.3 | -20% | ?
COc1cccc(NC(=O)CSc2ncnc3c2cnn3Cc2ccccc2)c1
    5 | 14% | 11% | 9% | 0% | 2% | -1.9 | 6% | 0%
O=C(CNC(=O)c1cccs1)NCC(=O)OCc1ccc(F)cc1
    4 | -9% | -14% | 2% | -1% | -3% | 0.0 | -10% | -4%
O=C(Nc1ccc(-c2nnc(-c3ccccc3)o2)cc1)c1ccc(Br)o1
    -9 | 0% | -2% | 1% | -6% | -16% | 0.6 | 1% | -10%
O=C1c2ccccc2C(O)(Cc2ccccc2)N1Cc1ccco1 (stereo unspecified)
    . | 4% | 5% | -6% | 4% | 8% | 1.4 | -4% | -18%
Cn1ncc(Cl)c1C(=O)Nc1ccc(Cl)cn1
    10 | 3% | -10% | -2% | -3% | -3% | -1.4 | -25% | -11%
CON=C1C=C(C)C(=O)C(C)=C1C
    1 | 2% | 3% | -2% | -1% | -5% | 0.0 | . | 0%
CCOc1ccccc1OCCOCCOc1c(Cl)cccc1Cl
    0 | 18% | 12% | -10% | 0% | -8% | -2.1 | -2% | -2%
CC(C)N(C(=O)[C@H]1CC(CC(=O)NC(C)(C)C)C(=O)N2CCc3c([nH]c4ccccc34)[C@]12C)C(C)C (stereo partly specified)
    -1 | -10% | -2% | -1% | 16% | -6% | -0.5 | 37% | -14%
Cc1ccc2sc(C)[n+](CCO)c2c1
    -25 | 8% | 4% | ? | 1% | -9% | -1.0 | 32% | 30µM*
O=C(Nc1nccs1)c1sc2cc(Cl)ccc2c1Cl
    8 | 0% | -17% | -12% | -1% | 18% | 0.1 | 15% | -18%
COc1ccccc1CCNC(=O)C(=O)NCC1OCCN1S(=O)(=O)c1ccc(C)cc1 (stereo unspecified)
    0 | 2% | 7% | -4% | 5% | 1% | -2.2 | 28% | 1%
CCn1nc(C(=O)Nc2ccc3nc(C)sc3c2)c2ccccc2c1=O
    10 | 8% | -14% | -8% | 3% | -12% | -0.4 | -10% | -12%
COc1cccc(C2CC(c3ccccc3C)n3nc(N)nc3N2)c1 (stereo unspecified)
    5 | 12% | 1% | -2% | -1% | -3% | -1.3 | 5% | -1%
CC(C)(C)OC(=O)NCCCC[C@H](NC(=O)c1[nH]cnc1C(=O)Nc1ccc(Cl)cc1)C(=O)OC(C)(C)C
    11 | -20% | 11% | -10% | 5% | -28% | -0.5 | 16µM* | -8%
O=C(COC(=O)c1ccc2c(c1)OCO2)Nc1ccccc1
    0 | 5% | 1% | -3% | -1% | -6% | -3.6 | 32% | -10%
COc1ccc(NC(=O)CSc2nc3ccccc3c(=O)n2CCCN2CCCCC2)c(OC)c1
    -18 | -1% | 17% | 10% | -4% | -5% | -0.5 | 8% | 24µM*
CN(C)c1ccnc2c[cH-]cc12.[Fe].c1ccc(-[c-]2[c-](-c3ccccc3)[c-](-c3ccccc3)[c-](-c3ccccc3)[c-]2-c2ccccc2)cc1 (stereo unspecified)
    -9&-1 | 4%&10% | -10%&-3% | 6%&7% | 0%&-6% | -1%&4% | -3.5&-0.4 | -13%&-7% | -14%&-1%
Cc1cc(=O)oc(C)c1C(=O)Nc1ccccc1F
    2 | 10% | 12% | -4% | 0% | 8% | -0.8 | 14% | -2%
CN(C)CCNC(=O)c1c(CSc2ccc(Cl)cc2)noc1C(=O)NCc1ccccc1
    -16 | -18% | -5% | -2% | -3% | -13% | -0.5 | -10% | -4%
COc1ccc(/C=C(/NC(=O)c2ccco2)C(=O)N2CCCC2=O)cc1
    -9 | 3% | 0% | 0% | -9% | -6% | 19 | 6% | -17%
O=C(OCc1ccc(Cl)c(Cl)c1)c1cccnc1Cl
    9 | 4% | 2% | -3% | 6% | ? | -0.9 | 3% | 2%
CCN1CCN(c2cc(C)c3cc(NC(=O)c4cccs4)ccc3n2)CC1
    0 | 8% | -18% | -15% | -2% | -11% | 3.4 | 18% | 0%
CC[C@@H](NS(=O)(=O)c1ccc(C)cc1)C(=O)Oc1ccc2c3c(c(=O)oc2c1)CCC3
    -6 | -11% | 3% | -14% | ? | 4% | -6.9 | . | 0%
CCN(CC)C(=O)CC(c1ccc2c(c1)OCO2)c1c(O)cc(OC)cc1OC (stereo unspecified)
    -5 | -9% | 2% | 7% | 4% | -3% | 0.9 | -6% | 5%
COC(=O)/C(=C/c1ccco1)NC(=O)c1ccco1
    -8 | -11% | -5% | 10% | -3% | 2% | 0.4 | . | 1%
Cc1ccc(/C=C/c2ccc(=O)n(Cc3ccc(F)cc3)n2)cc1
    21 | 6% | -52%[inhibitor] | -7% | 0% | -26% | -0.9 | -7% | 0%
COc1ccc(CNC(=O)CCCn2nc(C)c3c(C)n(-c4ccc(C)cc4)nc3c2=O)cc1OC
    1 | 5% | -16%&7% | 1% | -3% | -4% | -2.5 | 10%&26% | -22%
CCn1c(SCC(=O)NCc2ccco2)nnc1-c1ccc(N)cc1
    3 | 11% | -3% | -4% | 0% | 5% | -2.3 | 18% | -19%
Cc1cc2cccc(C)c2nc1SCC(=O)NCC1CCCO1 (stereo unspecified)
    0 | -5% | -7% | 9% | 2% | -11% | -3.3 | -2% | -4%
CCCCn1nnnc1C(C1CC1)N1CCN(C/C=C/c2ccccc2)CC1 (stereo unspecified)
    3 | -10% | -7% | -12% | 0% | -32% | -0.7 | -17% | -14%
CC(C)CN(C(=O)COC(=O)c1cc(=O)[nH]c2ccccc12)c1c(N)n(Cc2ccccc2)c(=O)[nH]c1=O
    1 | 12% | -2% | -8% | 0% | 8% | -1.0 | . | -5%
COc1ccccc1C1=NOC(Cn2c(NCCOCCO)nc3c2c(=O)n(C)c(=O)n3C)C1 (stereo unspecified)
    -2 | 15% | -5% | -6% | -1% | -5% | 0.7 | 1% | -9%
O=C(Nc1ccc2c(c1)OCCO2)C1CC1c1ccccc1 (stereo unspecified)
    0 | 0% | ? | -11% | -20% | -13% | -0.3 | . | 7%
O=C1CC(c2ccco2)CC(O)=C1C=NCC1CCNCC1 (stereo unspecified)
    2 | 4% | -16% | -12% | 5% | 11% | -0.4 | 33% | -4%
CCCCCCn1cc(C(=O)OCC)c(=O)c2cc(F)c(F)cc21
    5 | -8% | -2% | -4% | 0% | -8% | -1.6 | 40% | 0%
CC(C)N(Cc1ccccc1)C(=O)CN1C(=O)COc2ccc(S(=O)(=O)N3CCCCCC3)cc21
    2 | 0% | 3%&2% | 2% | 1% | -19% | -3.7 | ? | ?
COc1ccccc1C(=O)NCCC(=O)N1CCN(c2ccc(C(F)(F)F)cn2)CC1
    -23 | -9% | -4% | -5% | 0% | -9% | -3.5 | 37% | -2%
Nc1ccccc1-c1ccccc1N
    -1 | -10% | 10% | -4% | -1% | -4% | -4.9 | . | 3%
COc1ccc(S(=O)(=O)N2CCC(C(=O)NCCC(=O)Nc3cccc(OC)c3)CC2)cc1
    2 | 5% | 7% | -9% | -2% | -17% | -2.9 | 17% | -10%
O=C(O)c1ccc(C=NN=Cc2ccco2)cc1
    13 | 3% | 6% | -2% | 1% | 1% | -1.8 | . | 4%
Fc1ccc(-c2csc(N3CCOCC3)n2)cc1
    -2 | 9% | 2% | 3% | -15% | -13% | 0.8 | 16% | -15%
COc1cnn(-c2ccccc2)c(=O)c1SCc1ccc(Cl)c(Cl)c1
    . | 1% | 5% | -10% | 28% | -17% | -2.6 | 36% | -19%
CCCCNC(=O)CSc1nnc(Cc2ccccc2)n1CC1CCCO1 (stereo unspecified)
    0 | -10% | 9% | 3% | 4% | 17% | 0.0 | -36% | 2%
COc1ccc(NC(=O)c2ccc3snnc3c2)cc1
    -11 | 7% | 3% | -4% | -4% | -18% | 0.3 | 10% | -4%
NC(=O)CN1CCN(c2ccccc2F)CC1
    -4 | 4% | 6%[9.22 µM] | -12% | -3% | -7% | -0.6 | -57% | -1%
COc1ccc(OC)c(CNC(=O)c2coc(=O)c3ccccc23)c1
    3 | 2% | 0% | -7% | 5% | -5% | 1.2 | -5% | 0%
